# From PubChem
# PPARg SRC2 recr: agonists of SRC-2 recruitment by human PPARgamma | P37231 | PPARgamma LBD-SRC-2 recruitment, biochemical | activation, % at 8 µM | 0.34% of 200,000 active | AID 1032; in the data active = activation above about 22%;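 note: 0% = vehicle and 100% = reference agonist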
# PPARg SRC-1 ag: promotes SRC-1 coactivator recruitment by human PPARgamma. PPARgamma-SRC-1 coactivator recruitment biochemical assay. activation, % at 8 µM. P37231. 0.41% of 200,000 active; in the data active = activation above about 19%;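 note: 0% = DMSO and 100% = reference agonist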
# SRC2 TRFRET art: counter-screen for PPARgamma SRC-2 recruitment agonists: TR-FRET artefact; TR-FRET ratio at 8 µM; hits give high values; AID 1049; 0.4% of 200,000 active; in the data active = TR-FRET ratio above about 2000; note: inactives centre near 1500; reference of the scale not given here
# PPARg SRC3 recr: PPARgamma-driven SRC-3 recruitment agonism; activation, % at 8 µM; P37231; AID 731; biochemical PPARgamma/SRC-3 coactivator recruitment assay; 0.26% of 200,000 active; in the data active = activation above about 23%;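 note: 0% = DMSO and 100% = reference agonist; some compounds past the cut are filed as inactive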
# Redox H2O2 prof: compounds producing H2O2 with reducing agent – biochemical, NIH compound library profiling, artefact control for MLSCN library redox annotation, primary screen; DTT-dependent redox cycling H2O2, phenol red/HRP absorbance; 100% = 100 µM peroxide control, 0% = buffer; activation, % at 10 µM; 0.03% of 200,000 active; AID 878;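 active = activation of at least 50% relative to the plate's high and low controls in the primary single-dose screen; inactive = activation below 50%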;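 note: compound incubated with DTT at 0.8 mM final as the reducing agent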
# ROMK primary: modulates human ROMK potassium channel activity; Tet-inducible ROMK, thallium flux fluorescence; actives lie on both sides; B-score at 10 µM; 2% of 130,000 active;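 active = signal ratio slope over the read window, or its plate-corrected B-score, at least 3 SD from the plate mean, either direction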;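 note: B-score of the F/F0 ratio slope over 7 to 12 s after thallium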
# Target sequence (P48048 whole entry, looked up): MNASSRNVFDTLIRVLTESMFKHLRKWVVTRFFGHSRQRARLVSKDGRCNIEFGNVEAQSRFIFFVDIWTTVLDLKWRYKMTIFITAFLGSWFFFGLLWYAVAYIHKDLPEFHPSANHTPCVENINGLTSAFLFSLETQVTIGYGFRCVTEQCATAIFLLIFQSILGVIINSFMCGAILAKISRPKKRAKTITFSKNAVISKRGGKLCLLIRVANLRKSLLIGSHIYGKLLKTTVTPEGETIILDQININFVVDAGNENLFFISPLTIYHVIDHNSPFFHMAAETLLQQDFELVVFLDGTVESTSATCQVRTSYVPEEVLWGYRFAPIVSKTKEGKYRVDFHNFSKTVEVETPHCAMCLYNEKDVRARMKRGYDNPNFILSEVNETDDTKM
# L major viab: Leishmania major promastigote growth inhibition | AID 1063 | 9% of 200,000 active | inhibition, % at 10 µM | Leishmania major promastigotes, resazurin fluorescence viability; in the data active = inhibition above about 50%;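 note: promastigotes grown with compound for 44 hours at 28 °C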
# S1P3 antagonist: S1P3 (human) receptor antagonism | Q99500 | CHO S1P3 NFAT-BLA reporter, FRET fluorescence, antagonist mode | inhibition, % at 4.98 µM | 0.27% of 170,000 active | AID 485;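 active = inhibition above the plate cutoff, the mean inhibition of test wells on that plate plus 3 SD, cut at about 28% in these data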;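 note: cells challenged with S1P at its EC80 of 0.8 µM; blue over green emission ratio from cleaved BLA substrate after 4 h stimulation; 0% = S1P-stimulated wells and 100% = unstimulated DMSO-only wells; some compounds past the cut are filed as inactive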
# Target sequence (Q99500 whole entry, looked up): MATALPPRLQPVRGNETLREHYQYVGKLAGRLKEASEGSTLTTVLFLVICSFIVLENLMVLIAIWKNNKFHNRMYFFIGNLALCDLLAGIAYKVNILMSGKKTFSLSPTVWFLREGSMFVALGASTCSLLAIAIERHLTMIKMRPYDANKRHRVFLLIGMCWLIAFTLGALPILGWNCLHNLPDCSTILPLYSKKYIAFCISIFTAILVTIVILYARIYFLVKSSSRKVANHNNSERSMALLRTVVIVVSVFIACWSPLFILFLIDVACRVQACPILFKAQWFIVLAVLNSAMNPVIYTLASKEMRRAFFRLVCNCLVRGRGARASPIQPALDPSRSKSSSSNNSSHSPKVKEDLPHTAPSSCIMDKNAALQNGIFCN
# HMGR II inh: inhibitors of class II HMG-CoA reductase from Enterococcus faecalis. purified E. faecalis HMGR, NADPH absorbance 340 nm kinetic. inhibition, % at 10 µM. 0.41% of 190,000 active. AID 1066;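 active = inhibition above a set limit, the median over all tested compounds plus 3 SD, cut at about 9.5% in these data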;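 note: enzyme runs in reverse so mevalonate oxidation gives rising NADPH absorbance; 0% = complete reaction with DMSO and 100% = background rate lacking mevalonate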
# RAM inhibit: blocks the yeast RAM network. S. cerevisiae dse1pr::URA3 reporter, 5-FOA growth OD615, 2 d; analog-sensitive cbk1-as2 kinase mutant strain. 1.8% of 190,000 active. inhibition, % at 50 µM;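 active = inhibition above a set limit, 3 SD over mean compound inhibition, cut at about 8.4% in these data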;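 note: 0% = DMSO-only wells with no growth and 100% = 10 µM 1-NA-PP1 full growth; inhibition rescues growth on 5-FOA so higher OD means more RAM inhibition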
# bIAP inh: intestinal alkaline phosphatase (bovine) inhibition. AID 1019. 190,000 tested, under 10 active. purified bovine IAP, CDP-star luminescence, 30 min. inhibition, % at 20 µM;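 active = over 50% inhibition of intestinal alkaline phosphatase at 20 µM in the single-dose screen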
#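 Incubation: 30 min reaction at room temperature / Material: purified bovine intestinal alkaline phosphatase (IAP) enzyme / Input: enzyme at 1/65,000,000 dilution / Dosing: 20 µM single dose / Signal: CDP-star luminescence signal / Reagent: CDP-star chemiluminescent phosphatase substrate, 30 µM final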
# * = called active by the depositor; x = not tested or not shown. Rows are unselected; about 13% have a hit in one of these screens.
SMILES,PPARg SRC2 recr,PPARg SRC-1 ag,SRC2 TRFRET art,PPARg SRC3 recr,Redox H2O2 prof,ROMK primary,L major viab,S1P3 antagonist,HMGR II inh,RAM inhibit,bIAP inh
COc1ccc(NC(=S)N2CCC(C(=O)c3ccc(C)cc3)CC2)c(OC)c1,5,-2,1497,4,-0.6,-0.61,2,-17,-4,1.1,6
Cc1cccc(NC(=O)CCC(=O)N/N=C/c2ccco2)c1C,3,2,1623,0,-0.7,-0.25,-3,-10,-1,0.9,2
Cc1[nH]c2ccc(-c3n[nH]c(=S)n3C)cc2c1C,5,-8,1601,-4,1.7,x,0,-15,2,1.5,-6
O=C(NC1CC2CCCC(C1)N2C(=O)NCc1ccccc1)C1CC1 (centres undefined),-1,-6,1664,-3,0.2,-0.28,-9,-32,1,0.3,0
CCCc1nc2ccccc2c(=O)n1NC(=O)c1c(O)c2ccccc2n(C)c1=O,-1,-5,1552,4,-1.1,x,10,-7,3,2.2,0
C=CCn1c(SCC(=O)Nc2nc(C)cs2)nnc1C(NC(=O)c1ccccc1)C(C)C (centres undefined),-1,-5,1376,-5,0.8,x,-1,x,-3,1.0,0
CCCn1c(=O)c2c(nc3n2CCS3)n(C)c1=O,-8,-5,1580,-1,-0.4,-0.16,-2,4,4,4.5,-10
O=C(COC(=O)c1c(Cl)cccc1Cl)Nc1ccccc1Br,6,1,1702,4,0.0,x,6,-19,3,1.4,34
Cc1ccc(S(=O)(=O)N2CCN(CCO)CC2)cc1-c1nnc2c3ccccc3c(C)nn12,-4,4,1545,3,2.3,x,-4,-13,x,x,x
CS(=O)(=O)c1ccc(C(=O)OCC(=O)NC23CC4CC(CC(C4)C2)C3)cc1[N+](=O)[O-],6,7,1542,1,-0.1,-0.55,-6,-6,-5,4.7,6
CSc1ccccc1-c1nnc(-c2ccc(Cl)c(Cl)c2)o1,2,0,1409,13,-0.8,0.34,-5,x,-1,4.5,-7
COC(=O)c1c(-c2ccc(C)cc2)csc1N,-3,9,1571,8,-2.5,x,-4,-9,-12,3.7,15
COc1ccc(NC(=S)NC(NC(C)=O)C(Cl)(Cl)Cl)c([N+](=O)[O-])c1 (centres undefined),0,-2,1528,1,0.5,x,0,-3,1,3.4,23
CC(C)CC(NC(=O)c1ccc(C#CC(C)(C)O)s1)C(=O)O (centres undefined),3,6,1554,2,-0.2,0.46,-3,-12,-4,-0.1,7
Cc1c(NC(=O)/C(=C/c2cccs2)NC(=O)c2ccccc2)c(=O)n(-c2ccccc2)n1C,1,4,1765,3,-1.5,-0.19,-4,-12,-1,1.2,-1
CCOC(=O)c1cnc(SCC(=O)c2ccc3c(c2)OCCO3)nc1N,1,-4,1199,-1,0.5,1.4,-3,-24,3,2.8,16
COc1ccc2c(CC(=O)OCC(=O)c3ccc(F)cc3)coc2c1,10,2,1515,-2,1.9,x,-7,-77,-5,2.4,5
Cc1ccc(C(C)n2cc(C(=O)NCCN3CCN(C)CC3)nn2)cc1 (centres undefined),-10,-2,1593,8,-0.3,x,92*,x,-2,0.4,-4
Cc1cc2oc3c(c(=O)c2cc1C)C(c1ccc(C(C)C)cc1)N(CCCN1CCOCC1)C3=O (centres undefined),-9,-9,1196,1,0.2,0.21,24,-30,2,-0.9,4
CCOc1ccc(C2C(=O)N(C3CCCCC3)CC(=O)N2CC2CCCO2)cc1OC (centres undefined),8,-4,1535,8,1.3,x,-11,x,-5,0.2,6
O=C(CSc1ccccc1)Nc1cccc(NC(=O)c2ccco2)c1,-9,-7,1559,-4,2.4,x,13,x,1,1.1,12
CCC1=NN(C(=O)c2ccccc2Br)C(O)(c2ccc(Br)cc2)C1 (centres undefined),3,7,1499,-3,-0.4,-0.41,1,13,-2,-0.8,8
Cc1c(NC(=O)c2ccc3c(c2)OCO3)cccc1-c1nc2ccccc2o1,-8,-4,1382,-9,1.8,-0.28,24,16,1,2.2,-5
CNS(=O)(=O)c1cccc2nsnc12,1,0,1674,-4,0.3,1.3,1,0,2,-1.1,17
Cc1cccc(NC(=O)c2nnn(-c3cccc(C(F)(F)F)c3)c2N)c1,-7,1,1530,-3,0.2,0.81,4,-9,-7,4.1,7
Fc1ccc(-c2nn(-c3ccccc3)cc2CNCc2ccccc2)cc1,0,-3,1536,2,0.3,-2.6*,80*,1,0,-0.4,26
C=CCSc1nc2c(c(=O)[nH]c(=O)n2C)n1CC,4,4,1611,7,-2.7,0.71,-4,-12,3,-0.3,6
COc1cc(-n2c(C)nc3cc(C(=O)N4CCOCC4)ccc32)cc(OC)c1OC,-3,-6,1502,-9,-0.7,x,0,-17,0,0.7,-8
COc1ccc(CCN(C)c2ccc(C(N)=O)cc2[N+](=O)[O-])cc1OC,-3,1,1415,0,-0.1,1.2,12,-14,-4,1.4,-15
CCCNC(=O)CS(=O)Cc1nc(-c2cccc(OC)c2)oc1C (centres undefined),-2,5,1509,9,-0.8,x,-8,-31,-7,1.1,10
Cc1ccccc1-n1c(-c2ccoc2C)n[nH]c1=S,8,1,1568,3,0.1,x,-3,15,0,0.8,8
Cn1cc([N+](=O)[O-])c(C(=O)Nc2cc(Oc3ccccc3)cc([N+](=O)[O-])c2)n1,3,2,1706,0,0.1,0.0013,-5,-11,2,5.1,19
OCCC1CN(Cc2ccccc2-c2ccco2)CCN1C1CCCC1 (centres undefined),5,0,1621,1,0.5,-4*,40,-3,-3,2.8,-7
O=C(Cc1ccccc1)N/N=C/c1ccc(OCC(=O)Nc2ccccc2)cc1,-3,2,1534,12,2.2,x,-4,x,-4,2.2,10
Cn1c(Cn2cnc([N+](=O)[O-])n2)nnc1SCC(=O)Nc1cccc(Cl)c1,-1,2,1520,-1,-0.3,0.4,-1,11,0,-0.1,4
CC(=O)Nc1cc(C(F)(F)F)ccc1Oc1cccc(Br)c1,-9,-6,1388,-1,-4.0,-0.024,34,x,-4,1.8,5
O=C(N/N=C/c1ccc(Cl)cc1Cl)c1cccc(F)c1,3,-2,1631,0,1.6,x,21,x,-7,0.9,15
COc1ccccc1NC(=S)N1CCN(c2ncccn2)CC1,1,5,1698,-2,0.0,0.019,8,-15,-5,1.0,-4
Cc1ccc(CSc2nnnn2C)cc1,17,10,1521,15,0.0,x,-9,-32,1,0.8,10
NC(=O)C1(N2CCCCC2)CCN(C(=O)c2ccc(C#CC3(O)CCCCC3)cc2)CC1,6,6,1687,5,0.1,-0.31,-3,x,-1,0.8,4

# Sorted by molecular weight (falling): some entries from above.
SMILES,PPARg SRC2 recr,PPARg SRC-1 ag,SRC2 TRFRET art,PPARg SRC3 recr,Redox H2O2 prof,ROMK primary,L major viab,S1P3 antagonist,HMGR II inh,RAM inhibit,bIAP inh
Cn1c(Cn2cnc([N+](=O)[O-])n2)nnc1SCC(=O)Nc1cccc(Cl)c1,-1,2,1520,-1,-0.3,0.4,-1,11,0,-0.1,4
Cn1cc([N+](=O)[O-])c(C(=O)Nc2cc(Oc3ccccc3)cc([N+](=O)[O-])c2)n1,3,2,1706,0,0.1,0.0013,-5,-11,2,5.1,19
CC(=O)Nc1cc(C(F)(F)F)ccc1Oc1cccc(Br)c1,-9,-6,1388,-1,-4.0,-0.024,34,x,-4,1.8,5
O=C(N/N=C/c1ccc(Cl)cc1Cl)c1cccc(F)c1,3,-2,1631,0,1.6,x,21,x,-7,0.9,15
Cc1ccc(CSc2nnnn2C)cc1,17,10,1521,15,0.0,x,-9,-32,1,0.8,10

# (next part)
SMILES,PPARg SRC2 recr,PPARg SRC-1 ag,SRC2 TRFRET art,PPARg SRC3 recr,Redox H2O2 prof,ROMK primary,L major viab,S1P3 antagonist,HMGR II inh,RAM inhibit,bIAP inh
CCn1cc(C(=O)NCc2cccc(F)c2)c(=O)c2cc(F)c(N3CCN(C(=O)c4ccco4)CC3)cc21,7,6,1448,2,0.0,0.95,37,x,3,4.3,-8
COc1ccc(CCCc2nnc(SCc3nc4ccccc4c(=O)[nH]3)n2C)cc1,-7,-1,1660,3,0.0,1.5,-4,-1,4,-0.9,-5
Nc1nnc(SCc2ccccc2Cl)s1,19,5,1553,9,-0.7,x,-3,0,-1,0.7,7
CCCCOC(=O)C(C)c1c(C)[nH]c(=S)[nH]c1=O (centres undefined),-1,6,1514,8,0.0,0.18,-4,x,1,1.0,6
COc1ccc(OC)c(NC(=O)C2CC(C)=C(C)CC2C(=O)O)c1 (centres undefined),3,-1,1437,-1,1.9,x,-10,-23,-3,2.5,7
COc1ccc(CC2(C)OC(c3ccccc3)=NN2C(C)=O)cc1 (centres undefined),-7,-9,1416,-1,-0.1,-0.41,53*,-14,-4,0.5,2
COc1ccc(NC(=O)NCCN2CCc3ccccc3C2)cc1,4,7,1713,-15,0.4,x,14,6,-4,1.7,10
CCC(C)(C)NC(=O)C(c1ccco1)N(C(=O)Cn1nnc2ccccc21)c1ccc2c(c1)OCO2 (centres undefined),-4,4,1472,10,-3.1,x,15,8,-1,-0.7,5
CC(C)(C)n1nnnc1CN(Cc1ccc(F)cc1)Cc1ccco1,-7,0,1558,8,1.7,x,26,x,-1,2.6,2
Cc1n[nH]c(=S)n1/N=C/c1ccccc1,2,-10,1494,-2,0.0,-0.49,-9,-18,-3,0.7,34
Cc1nc(NS(=O)(=O)c2cccs2)c2c3c(sc2n1)CCC3,2,10,1604,7,0.6,0.39,-1,-7,-2,3.8,-8
CC1CCc2cc(F)ccc2N1C(=O)c1ccc2c(c1)OCO2 (centres undefined),-11,-8,1431,-6,2.5,-0.75,10,5,-1,1.1,3
CCN1CCN(CC(O)COC(c2ccccc2)c2ccccc2)CC1 (centres undefined),-4,-5,1414,4,0.1,-0.45,0,-10,2,-0.3,-27
O=C(O)CSc1nnc(Nc2ccccc2)n1-c1ccccc1,-5,-6,1305,-7,-0.4,0.021,-3,8,-1,0.8,-8
CCC(CC)C(=O)Nc1cc(=O)n(C)c(=O)n1C,1,-7,1502,4,-0.8,x,4,-19,-7,1.9,-4
Cc1noc(C)c1S(=O)(=O)N(C)CC(=O)Nc1ccc(F)cc1,4,0,1403,-9,0.3,-0.15,-5,x,2,1.7,2
